Screening data as filed in PubChem.
TDP1 cell CPT: DT40-hTDP1 cell growth loss with CPT; AID 686979; chicken DT40 Tdp1-/-;hTDP1 cells + 20 nM CPT, ATP luminescence, 48 h; Potency, µM (top dose mostly 46.2 µM), for the others: at the highest dose activity change, negative = growth inhibition, hits mostly inhibitors; actives 12% (n = 420,000); note: nearly all actives have a fitted effect of over 55% in size
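Chicken DT40 Tdp1-/- cells complemented with human TDP1, 400 cells/well, exposed to compounds plus 20 nM camptothecin for at least 48 h at 37 C; viability read as ATP content by CellTiter-Glo luminescence.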
TDP1 inh: inhibitors of human tyrosyl-DNA phosphodiesterase TDP1. actives 0.28% (n = 350,000). AID 485290. Q9NUW8. recombinant TDP1, AlphaScreen DNA substrate cleavage. Potency, µM (series often up to 130 µM), inactives show at the top dose activity change, negative = inhibition, hits mostly inhibitors; note: nearly all actives have a fitted effect of over 40% in size
Target sequence (Q9NUW8 whole entry, looked up): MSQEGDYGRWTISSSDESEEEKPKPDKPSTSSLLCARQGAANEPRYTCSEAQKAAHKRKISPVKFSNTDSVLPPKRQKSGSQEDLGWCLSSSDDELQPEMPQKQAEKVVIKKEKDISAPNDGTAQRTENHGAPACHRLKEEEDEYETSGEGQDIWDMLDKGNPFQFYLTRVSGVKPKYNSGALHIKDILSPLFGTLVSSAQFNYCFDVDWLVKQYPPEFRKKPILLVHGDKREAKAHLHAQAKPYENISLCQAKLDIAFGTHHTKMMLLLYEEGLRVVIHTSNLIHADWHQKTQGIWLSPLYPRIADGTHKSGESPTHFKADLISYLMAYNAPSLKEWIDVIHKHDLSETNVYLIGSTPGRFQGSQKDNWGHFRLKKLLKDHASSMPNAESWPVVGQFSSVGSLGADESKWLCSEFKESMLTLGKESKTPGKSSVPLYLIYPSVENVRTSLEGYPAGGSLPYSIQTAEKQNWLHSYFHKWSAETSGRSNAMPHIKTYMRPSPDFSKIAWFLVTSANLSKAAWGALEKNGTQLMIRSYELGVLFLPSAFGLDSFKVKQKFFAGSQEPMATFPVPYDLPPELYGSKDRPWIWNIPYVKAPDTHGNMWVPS
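Here, a 5' biotin and 3' phosphotyrosine-FITC DNA oligonucleotide reports Tdp1 activity: intact substrate bridges AlphaScreen beads, while cleavage leaves a 3' phosphate and drops signal. All incubations at room temperature.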
DT40 TDP1 no CPT: qHTS for Inhibitors of human tyrosyl-DNA phosphodiesterase 1 (TDP1): qHTS in cells in absence of CPT; DT40 Tdp1-/- hTDP1 cells, no CPT, ATP luminescence, 48 h; Potency, µM (series often up to 46.2 µM), inactives show at the highest dose activity change, negative = growth inhibition, actives largely listed as inhibitors; actives 15% (n = 420,000); note: nearly all actives have a fitted effect of over 55% in size
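Growth of hTDP1-complemented DT40 Tdp1-knockout cells is measured by ATP luminescence after at least 48 hr compound exposure at 37 °C, with DMSO substituting for the 20 nM CPT used in the parallel screen.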
Starred values were filed as active, the others as inactive; ? = inconclusive; · = not tested or not shown; & = joins results of further samples; [ ] = another dose, or the depositor's remark. Calls come from the whole dose curve; as a rule, active = well fitted curve in the direction sought with a large enough effect; inconclusive = small, poorly fitted or top-dose-only effect, or another doubt; inactive = no such curve, though single readings can be large; an effect the other way counts as inactive or inconclusive. % is set by controls: 0 for no effect and ±100 for the full control effect; potency is the fitted concentration of half-maximal effect.

compound	TDP1 cell CPT	TDP1 inh	DT40 TDP1 no CPT
COc1cccc(NC(=S)N(CCc2c(C)[nH]c3ccccc23)Cc2cccs2)c1	?	9%	16µM*
CC(=O)c1cccc(NC(=O)CCN2C(=O)C3CC=CCC3C2=O)c1 (centres undefined)	1%	1%	2%
O=C(O)COc1ccccc1C1Nc2ccccc2-c2nnc(SCc3ccc(Cl)cc3)nc2O1 (centres undefined)	?	·	?
CCOc1ccccc1/C=N/NC(=O)c1cccc(S(=O)(=O)N(CC)CC)c1	16%	0%	-19%
Cc1ccc(/C=N/n2c(COc3ccccc3)n[nH]c2=S)cc1	4%	·	11%
CN(C)CCNC(=O)Cc1ncc(C(F)(F)F)cc1Cl	13%	-12%	9%
CC(NC(=O)c1ccc(Br)o1)c1ccc(-n2ccnc2)cc1 (centres undefined)	-24%	3%	?
CCOc1ccc(N(CC)C(=O)c2cc3c(=O)oc4ccccc4c3s2)cc1	-22%	3%	-26%

Some of the entries so far, with two lines to a compound:
The line under a structure holds: TDP1 cell CPT, TDP1 inh, DT40 TDP1 no CPT
> CCOc1ccccc1/C=N/NC(=O)c1cccc(S(=O)(=O)N(CC)CC)c1
  16%, 0%, -19%
> CN(C)CCNC(=O)Cc1ncc(C(F)(F)F)cc1Cl
  13%, -12%, 9%
> CCOc1ccc(N(CC)C(=O)c2cc3c(=O)oc4ccccc4c3s2)cc1
  -22%, 3%, -26%
> O=C(O)COc1ccccc1C1Nc2ccccc2-c2nnc(SCc3ccc(Cl)cc3)nc2O1 (centres undefined)
  ?, ·, ?

Remaining list, next part.
compound	TDP1 cell CPT	TDP1 inh	DT40 TDP1 no CPT
COc1ccccc1N1CCN(C(=O)c2ccccc2N(C)S(=O)(=O)c2ccc(C)cc2)CC1	?	5%	16µM*
NS(=O)(=O)c1ccc(NC(=O)CN2CCN(S(=O)(=O)c3cccs3)CC2)cc1	1%	-16%	-4%
Cc1cc(C)nc(Nc2cccc(C(F)(F)F)c2)n1	-25%	1%	-43%
Cc1nc2ccc(N3C(=O)CCC3=O)cc2[nH]1	-1%	8%	-2%
CCOC(=O)C1(Cc2ccccc2C)CCCN(C(=O)CCC(=O)OC)C1 (centres undefined)	?	·	?
O=[N+]([O-])c1cc(Cl)cc(/C=N/n2cnnc2)c1O	-4%	-3%	?
CCc1ccccc1NC(=O)CSc1ncc2c(n1)-c1ccccc1N(Cc1ccc(C)cc1)S2(=O)=O	-11%	5%	-22%
O=C(CN1CCN(C(=O)c2ccco2)CC1)Nc1ccccc1-c1ccccc1	26µM*	5%	?
Cc1c(C(=O)NCc2ccc(F)cc2)oc2ccc(S(=O)(=O)N3CCCCC3)cc12	23µM*	3%	?
CCN1CCN(C(=O)c2cc3c(=O)n4ccccc4nc3s2)CC1	-8%	-2%[0.0935 µM]	-23%
O=C(CN1C(=O)/C(=C\c2ccc(C(F)(F)F)cc2)Sc2ccccc21)NCc1ccco1	18µM*	-3%	13µM*
O=C(/C=C/c1ccco1)NCC(=O)N/N=C/c1ccc([N+](=O)[O-])cc1	?	3%	?
COc1ccc([C@H]2C[C@@H](O)[C@H](n3cc(COC(=O)c4ccccc4)nn3)CN2C(=O)C2CCCCC2)cc1	-36%	·	?
COC(=O)CCc1c(COC(C)=O)[nH]c(C(=O)OCc2ccccc2)c1C	-17%	·	15%
O=C(NC1CC2CCC1C2)C1COc2ccccc2O1 (centres undefined)	-9%	1%	-7%
COc1ccc(-c2c(-c3cc(OC)cc(OC)c3)n(C)c3ccc(-c4cnc(OC)nc4)cc23)cc1	21µM*	5%	18µM*
Cc1cccc(N(CC(=O)NCc2ccc(F)cc2)C(=O)c2csnn2)c1C	-10%	-5%	?
CCOC(=O)Cn1cnc2c(nnn2-c2cccc(OC)c2)c1=O	2%	·	2%
O=C(CN(Cc1ccco1)C(=O)CNS(=O)(=O)c1ccc(Cl)cc1)NCC1CCCO1 (centres undefined)	9%	-1%	-4%
OC(c1ccc(F)c(F)c1)c1nc(-c2cc(F)cc(F)c2)cs1 (centres undefined)	-22%	·	-24%
COC(=O)c1ccc(SC)cn1	2%	5%	3%
Cc1cccc([N+](=O)[O-])c1NC(=O)COC(=O)C1CCCO1 (centres undefined)	4%	1%[56.1 µM]	2%
O=C(CN1CCC(C(=O)c2ccc(Cl)cc2)CC1)Nc1ccc2c(c1)OCCO2	?	8%	?
CCC(=O)N1N=C(c2ccc(NS(=O)(=O)c3ccccc3)cc2)CC1c1ccco1 (centres undefined)	?	2%	23µM*
COc1ccc(S(=O)(=O)CCC(=O)Nc2c(C)n(C)n(-c3ccccc3)c2=O)cc1	-19%	5%	-10%
O=C(NCc1ccc(F)cc1)c1ccc(S(=O)(=O)N2CCCC2)cc1	-4%	·	?
O=C(CN1C(=O)c2ccccc2S1(=O)=O)c1ccc2c(c1)OCCO2	-14%	7%	-6%
Cc1ccc(Cc2c(-c3ccc(Cl)cc3)nc3c(C)cc(Br)cn23)cc1	23µM*	·	16µM*
COc1ccc(NC(=O)c2cccc(N3C(=O)C4C5C=CC(C6CC56)C4C3=O)c2)c(OC)c1 (centres undefined)	?	0%	?
CN(C)S(=O)(=O)c1ccc(C(=O)NC2CC(=O)N(c3ccc4c(c3)OCCO4)C2)cc1 (centres undefined)	2%	-5%	-23%
Cc1csc(SCC(=O)Nc2cccc3nsnc23)n1	7.3µM*	-3%	?
Cc1cc(=O)n(C2CCS(=O)(=O)C2)[nH]1 (centres undefined)	5%	3%	8%
CCCCNC(=O)[C@@H]1CC=C[C@@H]2CCN(Cc3ccc(Cl)c(Cl)c3)C(=O)[C@@H]21	11µM*	·	8.9µM*
O=C(O)c1cccc(S(=O)(=O)NCCC(c2ccccc2)c2ccccc2)c1	-25%	5%	-10%
O=C(CN(Cc1ccco1)S(=O)(=O)c1ccccc1)N/N=C/c1cccc(O)c1	-20%	0%	?
Cc1ccnc(Nc2nc(-c3ccc(Cl)cc3)cs2)c1	?	·	21µM*
CCc1ccccc1NC(=S)N(CCCN1CCOCC1)Cc1ccccn1	-1%	3%	2%
CCc1ccc(NC(=O)c2ccc(OC)c([N+](=O)[O-])c2)cc1	3%	0%	1%
CC(=O)Nc1ccc(N2CC(C)(C)C2=O)cc1	2%	3%	-9%
O=C(Nc1ccc(Cl)c(Cl)c1)c1ccccc1	?	-12%	?
CC(=O)N1CCC[C@H]1C(=O)NCC1Cc2cc(-c3cccc(OC(F)(F)F)c3)ccc2O1 (some centres undefined)	?	·	16µM*
COc1ccc(OC)c(C(=O)CCCC(=O)c2cc(OC)ccc2OC)c1	?	·	?
O=C(COC(=O)c1cc(S(=O)(=O)N2CCOCC2)ccc1F)Nc1ccc2c(c1)OCO2	-13%	0%	8%
COc1ccc(OC)c(C2NC(=O)NC(C)=C2C(=O)Nc2ccc(C)cc2C)c1 (centres undefined)	4%	2%	-9%
Cc1ccc(NC(=O)Cn2c(=O)oc3ccccc32)cc1Cl	?	-3%	?
CN(Cc1ccc(F)cc1)S(=O)(=O)c1nnc(NC(=O)c2ccc(F)cc2)s1	?	11%	15µM*
COc1cccc(-c2ccc(SCC(=O)N3CCOCC3)nn2)c1	-2%	0%	-11%
CC(NC(=O)CSc1n[nH]c(-c2ccccc2)n1)c1nc2ccccc2n1C (centres undefined)	0%	5%	-5%
CC(=NNC(=S)Nc1cccc(Cl)c1)c1ccccn1	0.082µM*	·	0.021µM*
CCOC(=O)c1[nH]c(=S)n(Cc2ccccc2)c1C(=O)OCC	?	·	-12%
Cc1ccccc1CN1C(=O)c2ccccc2Sc2ccc(C(=O)O)cc21	-6%&-4%	2%&8%	-1%&-14%
Clc1cccc(CN2CCSCC2)c1	-16%	·	3%
COc1ccc(NC(=O)COC(=O)CNC(=O)c2cc(OC)c(OC)c(OC)c2)cc1	-18%	0%	0%
CCc1ccc(-n2c(=O)c3c4c(sc3n(CC(=O)NC(C)CC)c2=O)CCCC4)cc1 (centres undefined)	0%	0%	-18%
CCC(CC)C(=O)N(C)c1c(C)nc2c(OCc3ccc(C(F)(F)F)cc3)cccn12	23µM*	·	18µM*
O=C(c1cccc(Oc2ccc([N+](=O)[O-])cc2)c1)N1CCOCC1	-16%	2%	3%

The list continues.
compound	TDP1 cell CPT	TDP1 inh	DT40 TDP1 no CPT
CC1(C)N=C(N)NC(Nc2ccccc2)=N1	?	-4%	?
O=C(OCn1nnc2ccccc2c1=O)C12CC3CC(CC(O)(C3)C1)C2	-11%	4%	-16%
O=C(O)[C@H]1CCCC[C@H]1C(=O)Nc1ccc(Nc2ccccc2)cc1	-13%	11%[56.1 µM]	?
COCCN1C(=O)CN(S(C)(=O)=O)CC1(C)C(=O)NC(C)C (centres undefined)	15%	·	21%
COc1ccc(-c2nsc(NC(=O)c3oc4ccccc4c3C)n2)cc1	?	5%	-29%
COc1ccc(C(=O)Nc2ccc(-c3cc4ccccc4oc3=O)c(C)c2)cc1Br	?	-3%[12.3 µM]	?
CCC(=O)Nc1cccc(C2=NOC3(C2)C[C@H](C(N)=O)N(C(=O)c2ccc(Cl)cc2)C3)c1 (some centres undefined)	-1%	2%	1%
CC(=O)Nc1ccc(S(=O)(=O)Oc2cccc(N3C(=O)C4CCCCC4C3=O)c2)cc1 (centres undefined)	?	4%	?
COC(=O)/C(C#N)=C/c1ccc(-c2ccc(S(N)(=O)=O)cc2)o1	-1%	·	-26%
CC(C)n1c(O)c(N=NC(=O)Cn2ccc(C(F)(F)F)n2)c2ccccc21	?	-1%	8.2µM*
Cc1ccc(C(=O)NCCNC(=O)c2cnccn2)cc1	8%	·	-18%
CCOC(=O)c1cccc(NC(=O)CCn2cccc2)c1	-11%	0%	-26%
COC(=O)COc1ccc(/C=N/NC(=O)c2ccc(N(Cc3ccccc3)S(C)(=O)=O)cc2)cc1	-25%	3%	-29%
CCN(CC)C(=O)c1cccc2c1C(=O)c1ccccc1-2	-12%	4%	?
CC(=O)NC1CCCN(O)C(=O)/C=C(\C)CCOC(=O)C(NC(C)=O)CCCN(O)C(=O)/C=C(\C)CCOC(=O)C(NC(C)=O)CCCN(O)C(=O)/C=C(\C)CCOC1=O (centres undefined)	-3%	8%	0%
O=C(NCCc1ccc(F)cc1)c1ccncc1	?	3%	2%
CCCOc1cccc(/C=N/NC(=O)c2csc(C)c2C)c1	-25%	3%	-22%
O=S(=O)(NN=C1CCCCCC1)c1ccc(Cl)cc1	-24%	3%	6%
COCOc1ccc(-c2oc3c(C/C=C(\C)CCC=C(C)C)ccc(O)c3c(=O)c2OCOC)c(OCOC)c1	-3%	·	?
CCOC(=O)N1CCC(N(CCN(C)C)C(=S)Nc2cc(C)cc(C)c2)CC1	-8%	-1%	-20%
CN(C[C@H](Cc1ccccc1)N(C[C@H](Cc1cccc2ccccc12)N(CCc1ccccc1)N=O)N=O)N=O	?	·	?
CCN(CC)CC(=O)c1c[nH]c2ccccc12	-19%	6%	-18%
O=CNc1c(Cl)cc2c(c1Cl)Cc1cc([N+](=O)[O-])ccc1-2	12µM*	·	12µM*
COc1ccc(/C=C(\C)C(=O)NO)cc1	2%	·	-16%
CCOC(=O)[C@]12CCCC=C1N(Cc1ccco1)C(=O)[C@H](CC(=O)NCC1CCCCC1)C2	?	·	?
O=C(CN1CCOCC1)Nc1nc2ccc(Cl)cc2s1	-13%	3%	-29%
O=C(NNC(=O)c1cc(OCC(F)(F)F)ccc1OCC(F)(F)F)c1ccc(Cl)c(Cl)c1	23µM*	2%	?
O=C(COC(=O)c1cccc(NC(=O)c2ccco2)c1)c1ccc(Br)cc1	?	4%	?
O=C(C1CCCN(Cc2ccc(Cl)cc2)C1)N1CCCCC1 (centres undefined)	-30%	·	11%
Cc1ccc(C(C(=O)NC2CCCC2)N(C(=O)c2csnn2)c2cccc(F)c2)o1 (centres undefined)	-25%	2%	-16%
O=C(O)CC/C(=N/NC(=O)CNC(=O)Cc1ccc(Cl)cc1)c1ccccc1	-6%	6%	10%
O=C(CCSc1nnc(-c2ccco2)o1)Nc1ccccc1	0%	2%	-16%
COc1ccc(C2=NOC(CNC(N)=S)C2)cc1 (centres undefined)	3%	6%	-22%

Random excerpt: 2 compounds from above, in no set order.
compound	TDP1 cell CPT	TDP1 inh	DT40 TDP1 no CPT
CCOC(=O)[C@]12CCCC=C1N(Cc1ccco1)C(=O)[C@H](CC(=O)NCC1CCCCC1)C2	?	·	?
O=C(NNC(=O)c1cc(OCC(F)(F)F)ccc1OCC(F)(F)F)c1ccc(Cl)c(Cl)c1	23µM*	2%	?

Outcome played no part in choosing rows. About 18% of those tested had a hit in this group.
